# Compound activity as filed in PubChem.
# MsrA act: bovine methionine sulfoxide reductase A activation | actives 0.3% (n = 360,000) | purified bovine MsrA, absorbance read-out | activation, % at 10.6 µM | AID 602163; in the data active means activation above about 7.5%;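 further: 0% = vehicle and 100% = reference activator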
# CendR NRP1 mod: NRP-1/CendR interaction modulation; O14786; FAM-RPARPAR peptide binding to NRP-1, fluorescence polarization; inhibition, % at 25 µM; actives 0.85% (n = 360,000); AID 602438;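 active means inhibition or corrected inhibition above about 18%, plus a signal ratio from 0.5 to 1.5, limit read from the data, passing the limit was not always enough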; further: strong numbers were not always called active
# Neddyl block: cullin neddylation inhibition; actives 0.58% (n = 360,000); TR-FRET cullin neddylation, biochemical; AID 651699; calls only at 25 µM; in the data active means inhibition above about 36%
# Target sequence (P61081 whole entry, looked up): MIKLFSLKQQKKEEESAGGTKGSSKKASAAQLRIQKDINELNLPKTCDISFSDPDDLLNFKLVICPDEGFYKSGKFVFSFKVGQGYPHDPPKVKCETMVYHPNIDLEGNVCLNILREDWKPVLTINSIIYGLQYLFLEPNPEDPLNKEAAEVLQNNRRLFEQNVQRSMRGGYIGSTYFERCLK
# Target sequence (Q13564 whole entry, looked up): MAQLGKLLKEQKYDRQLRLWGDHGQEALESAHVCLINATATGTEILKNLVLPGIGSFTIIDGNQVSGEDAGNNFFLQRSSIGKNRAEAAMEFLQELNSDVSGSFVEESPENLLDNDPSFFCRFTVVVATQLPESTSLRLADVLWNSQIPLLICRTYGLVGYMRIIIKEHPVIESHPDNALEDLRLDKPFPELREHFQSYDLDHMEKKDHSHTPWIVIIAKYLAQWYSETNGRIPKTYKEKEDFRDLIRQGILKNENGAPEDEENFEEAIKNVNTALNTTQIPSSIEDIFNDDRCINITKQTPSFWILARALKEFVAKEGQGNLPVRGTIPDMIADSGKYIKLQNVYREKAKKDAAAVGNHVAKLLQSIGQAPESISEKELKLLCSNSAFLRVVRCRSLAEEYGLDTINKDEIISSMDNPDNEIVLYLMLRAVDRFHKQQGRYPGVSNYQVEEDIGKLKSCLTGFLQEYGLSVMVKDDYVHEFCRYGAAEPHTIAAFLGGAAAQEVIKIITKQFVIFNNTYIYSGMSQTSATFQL
# eLon inh: E. coli protease La inhibition; actives 0.42% (n = 360,000); purified E. coli Lon protease, fluorescence polarization; inhibition, % at 7.94 µM; P0A9M0; in the data active means inhibition above about 13%, passing the limit was not always enough;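 further: 0% = enzyme with probe and DMSO and 100% = no enzyme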
# FAS-TE inh: FAS thioesterase (human) inhibition; actives 0.67% (n = 360,000); inhibition, % at 15 µM; P49327; recombinant FAS-TE, OMFH fluorogenic substrate, fluorescence endpoint;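 active means compounds whose normalised, plate-corrected inhibition of enzyme fluorescence in the single-dose primary screen is 50% or more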;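 further: 0% = DMSO with enzyme and 100% = substrate without enzyme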
# MT1-MMP act inh: MT1-MMP (human) activation inhibition; GFP/RFP ratio change, % at 20 µM; actives 0.061% (n = 360,000); P50281; HT1080 RFP-PRO-GFP cells, GFP/RFP ratio fluorescence, overnight; percent of plate control window, DMSO zero;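 active means GFP/RFP ratio change of at least 30% with cell ATP level not reduced by more than half and red fluorescence within 50% of control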; further: strong numbers were not always called active
#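 Test system: HT1080 cells expressing an RFP-PRO-GFP fluorescent reporter construct / Compound dosing: single-point 20 µM compound, 1% DMSO / Schedule: cells overnight before dosing, compound overnight, 37 °C, 5% CO2 / Evaluation: GFP/RFP fluorescence ratio / Control set: DMSO and RFP-L50D-GFP cell wells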
# SKN-1 inh: C. elegans SKN-1 inhibition; C. elegans VP596 Pgst-4::GFP/RFP ratio, acrylamide-induced, 24 h; inhibition, % at 21.8 µM; actives 0.49% (n = 360,000);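 active means interference check ratio from 0.5 to 1.5 plus GFP to RFP signal ratio inhibition reaching or exceeding a fixed threshold, cut at about 30% in these data, passing the limit was not always enough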; further: some compounds called inactive have numbers as strong as hits
# Rin1 Abl inh: inhibitors of human Rin1-Abl protein interaction. TR-FRET Rin1/Abl binding, biochemical. actives 0.4% (n = 360,000). inhibition, % at 7.35 µM. AID 588664; in the data active means inhibition above about 5%, passing the limit was not always enough
# MsrA inh: inhibits bovine methionine sulfoxide reductase A; inhibition, % at 15.5 µM; actives 0.75% (n = 360,000); purified bovine MsrA, absorbance read-out; AID 651718; in the data active means inhibition above about 4.5%;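 further: 0% = vehicle wells with enzyme and 100% = reference inhibitor wells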
# An asterisk follows results filed as active; i = inactive; . = not tested or not shown.
SMILES,MsrA act,CendR NRP1 mod,Neddyl block,eLon inh,FAS-TE inh,MT1-MMP act inh,SKN-1 inh,Rin1 Abl inh,MsrA inh
CC(=O)c1c(C)[nH]c(C(=O)COc2cc(C)ccc2C(C)C)c1C,-7,5,i,3,6,-9,-21,-4,0.2
CCCCn1c(N)c(N(CC(C)C)C(=O)CSC(C)C(=O)Nc2cc(C)on2)c(=O)[nH]c1=O (configuration not stated),-3,-6,i,7,-4,-1,5,2,-1.2
Cc1c(Cl)cccc1NC(=S)NC(=O)CCN1C(=O)c2ccccc2C1=O,-3,-7,i,5,4,1,3,4,-1.2
COc1ccc(C(N)=O)cc1N,-2,-12,i,-1,-8,-5,-3,0,0.1
COc1ccccc1CNC(=O)CCCn1nc(C)c2c(C)n(-c3ccc(C)cc3)nc2c1=O,1,11,i,1,-1,0,6,3,1.0
O=C(Nc1ccccc1)c1cccc(NC(=O)c2ccco2)c1,-7,-115,i,-19,-2,1,-1,1,0.0
COc1ccc(C)cc1NC(=O)C(OC(=O)c1cc(C)oc1C)c1ccccc1 (configuration not stated),-4,-13,i,0,32,-1,0,0,1.6
Cc1cc(C)c2nc(SCC#N)cc(C)c2c1,-1,-2,i,-2,26,-4,11,-2,0.5
CC(=O)c1ccccc1OCCOc1ncnc2sccc12,-4,-5,i,-1,-2,-4,5,0,-1.0
CC(=O)c1sc2nsc(SCCN3CCCCC3)c2c1N,-2,-3,i,-1,1,-7,-3,-4,3.2
Cc1cccc(C)c1-n1nnnc1C1(C)CCC(=O)N1Cc1cccs1 (configuration not stated),-6,-5,i,-9,-6,-3,17,.,1.9
CCOC(=O)C1(C)CCN1C(=O)c1cc2ccccc2s1 (configuration not stated),-3,8,i,0,-3,1,10,-2,-0.8
Cc1ccc(C(=O)Nc2cccnc2)cc1C,-1,3,i,2,-8,0,8,-2,-0.7
Cc1ccc(NC(=O)C2(C)CCN2C(C)C)cc1C (configuration not stated),-1,-3,i,6,-5,3,9,1,-0.7
O=C(COc1ccc2ccccc2c1)Nc1ccncc1,0,-9,i,-3,-5,0,-13,-3,1.3
CC[n+]1c(/C=C(\C)SC)sc2ccccc21,2,-24,i,8,-6,-2,8,-4,3.6
Cn1c(Cn2c(=O)sc3ccccc32)nnc1SCC(=O)Nc1ccc(F)cc1,-2,-12,i,8,0,2,8,0,-0.8
CN1CCN(C(=O)C2CCN(S(=O)(=O)c3ccc(F)cc3)CC2)CC1,-2,7,i,-5,-2,-3,1,1,-1.2
Cc1cc(C)n(-c2ccc(C(=O)N3CCC(CO)(Cc4ccccc4)CC3)cc2)n1,-1,10,i,6,-1,0,-7,5,0.4
COc1ccccc1NC(=O)CSc1nnc2ccccn12,-12,2,i,-10,-11,1,-6,1,1.5
O=C1Nc2c(Br)cc(Br)c3cccc1c23,-5,-21,i,-2,-1,-4,16,3,1.7
Cc1ccc(C(=O)NC2CCc3ccccc3C2=O)cc1 (configuration not stated),-2,3,i,5,-2,-1,-7,-2,-0.7
COc1cc2c(O)cc(C(=O)O)c(-c3cc(OC)c(OC)c(OC)c3)c2cc1OC,0,-4,i,-1,-2,2,10,1,-0.7
CCC(CC)C(=O)c1c[nH]c(C(=O)NCc2ccco2)c1,-10,-8,i,0,-4,-7,-13,-4,1.0
Cc1ccc(C)c(NC(=O)CSc2nnc(-c3ccco3)o2)c1,5,14,i,-8,-9,4,-8,1,-0.2
O=C(N/N=C/c1cccnc1)c1cccc(NC(=O)c2ccccc2Cl)c1,-1,-5,i,-5,-1,-1,-4,0,-0.3
CN1CCc2c(sc3c2C(=O)NC(/C=C/c2ccco2)N3)C1 (configuration not stated),-3,-20,i,-15,-9,-33,12,-5,1.2
COc1cccc(C(=O)N2CCN(Cc3cc(Br)ccc3OC)CC2)c1,-4,0,i,-4,4,-3,9,1,-1.1
Cc1cccc(Nc2ccc([N+](=O)[O-])cc2C(=O)O)c1,0,-12,i,-21,-3,9,9,0,1.4
CC(C)c1ccc(NC2CCCN(C(=O)c3cnsn3)C2)cc1 (configuration not stated),0,1,i,2,3,0,9,-3,-0.6
COC(=O)c1ccsc1NC(=O)CN1CCN(Cc2ccc3c(c2)OCO3)CC1,-1,1,i,-1,1,-2,15,-4,-1.0
O=C(C[C@H]1C/C=C\C[C@@H](Cc2ccc(F)cc2)C(=O)O[C@H](c2ccccc2)CNC1=O)N[C@@H](CO)Cc1ccccc1,-3,2,i,-6,7,3,14,2,-1.6
O=C(c1ccc(Cn2cc(Cl)cn2)o1)N1CCN(Cc2ccc3c(c2)OCO3)CC1,-10,-2,i,0,0,-2,2,0,.
Cc1c(C(=O)NCc2ccc(F)cc2)sc(=O)n1Cc1ccc(Cl)c(Cl)c1,0,12,i,2,33,3,13,2,1.2
CCCOC(=O)N[C@@H]1C(=O)N2C(C(=O)OCCC)=C(C)CS[C@H]12,0,-4,i,-12,-10,3,-18,1,0.5
CCN(CC)CCCC(C)NC(=O)c1ccc(C(F)(F)F)cc1 (configuration not stated),-6,4,i,5,-5,-3,-9,3,0.4

# 5 compounds from above, sorted by heavy-atom count, lowest first:
SMILES,MsrA act,CendR NRP1 mod,Neddyl block,eLon inh,FAS-TE inh,MT1-MMP act inh,SKN-1 inh,Rin1 Abl inh,MsrA inh
CC(C)c1ccc(NC2CCCN(C(=O)c3cnsn3)C2)cc1 (configuration not stated),0,1,i,2,3,0,9,-3,-0.6
O=C(N/N=C/c1cccnc1)c1cccc(NC(=O)c2ccccc2Cl)c1,-1,-5,i,-5,-1,-1,-4,0,-0.3
COC(=O)c1ccsc1NC(=O)CN1CCN(Cc2ccc3c(c2)OCO3)CC1,-1,1,i,-1,1,-2,15,-4,-1.0
O=C(c1ccc(Cn2cc(Cl)cn2)o1)N1CCN(Cc2ccc3c(c2)OCO3)CC1,-10,-2,i,0,0,-2,2,0,.
O=C(C[C@H]1C/C=C\C[C@@H](Cc2ccc(F)cc2)C(=O)O[C@H](c2ccccc2)CNC1=O)N[C@@H](CO)Cc1ccccc1,-3,2,i,-6,7,3,14,2,-1.6

# A few values from the list:
# `Cc1c(C(=O)NCc2ccc(F)cc2)sc(=O)n1Cc1ccc(Cl)c(Cl)c1` | CendR NRP1 mod = 12
# `CCN(CC)CCCC(C)NC(=O)c1ccc(C(F)(F)F)cc1` (configuration not stated) | MT1-MMP act inh = -3

# New compounds follow:
SMILES,MsrA act,CendR NRP1 mod,Neddyl block,eLon inh,FAS-TE inh,MT1-MMP act inh,SKN-1 inh,Rin1 Abl inh,MsrA inh
CC(C(=O)Nc1ccc(Cl)cc1)c1ncc(C(F)(F)F)cc1Cl (configuration not stated),-3,-3,i,-1,7,2,5,3,0.1
COCC(=O)N1CCC(Oc2ccc(C(=O)N(C)Cc3nccs3)cc2)CC1,-3,2,i,-1,-4,2,16,-2,-0.3
Cc1cccc(NC(=O)CC2S/C(=N/c3nccs3)N(C)C2=O)c1 (configuration not stated),-9,-3,i,-11,-14,8,-20,-2,0.1
Cc1ccc(C)c(Cn2c(=O)n(CCC(=O)NCc3ccco3)c(=O)c3sccc32)c1,-1,7,i,-5,-4,-3,-5,-2,0.4
Cc1ccc2nc(NC(=O)/C=C/c3ccc4c(c3)OCO4)sc2c1,-6,-10,.,11,-8,-9,4,3,0.4
CCN(CC)C(=O)C1=C(C)N(CCCN2CCCC2=O)C(=O)C(CC(=O)NC(c2ccccc2)c2ccccc2)C1 (configuration not stated),2,12,i,1,-8,-1,3,3,-0.3
Cc1noc(C)c1COC(=O)Cc1ccc(Br)cc1,-2,-10,i,8,5,2,-8,1,-2.0
O=C(NNC(=S)NCc1ccco1)c1ccc(S(=O)(=O)N2CCOCC2)cc1,-5,0,i,16,-4,3,6,-1,2.7
Cc1ccc(OCc2ccc(C#N)cc2)c(C(=O)c2cc(C#N)c(=O)n(C3CC3)c2)c1,-9,-3,i,0,-2,-1,-12,-3,-0.8
CC1CCN(C(=S)NC(=O)c2cccc([N+](=O)[O-])c2)CC1,-1,-11,i,2,7,4,1,0,1.2
C[C@@H](NC(=O)Cn1cnc2c(OCc3ccccc3)ncnc21)c1cccc2ccccc12,0,13,i,-15,5,3,3,-1,-0.8
Cc1ccc(C)c(N2CCN(C(=O)CCn3c(=S)[nH]c4cc5c(cc4c3=O)OCO5)CC2)c1,-3,0,i,-5,4,-4,-12,0,1.8
COc1ccc(C(C)(NC(C)=O)c2nc(-c3cc(F)cc(F)c3)cs2)cc1 (configuration not stated),-1,2,i,-12,12,-2,-6,0,-0.7
CN(C)c1nc(N)nc(CSc2nnnn2C)n1,-8,4,i,-1,-7,-1,-4,4,-0.2
COc1cc(OC)cc(C(=O)NC(C(=O)NCc2ccccn2)C(C)C)c1 (configuration not stated),-1,-3,i,-4,-5,0,-1,7,0.4
COCCNC(=O)CN(C(=O)Cn1nnc2ccccc21)c1ccc(C)cc1,-2,4,i,-6,-6,0,2,-1,0.7
COc1ccc(S(=O)(=O)N2CCC3(CC2)OCCN3S(=O)(=O)c2ccc(OC)cc2)cc1,-7,4,i,4,24,3,-1,-2,0.6
O/N=C(\Cc1cscn1)c1ccc(O)cc1O,-3,-16,i,-4,-14,-1,3,2,0.0
COc1ccc(C(=O)OCC(=O)Nc2ccc(F)c(F)c2F)cc1OC,-5,4,i,-4,-1,10,5,-2,-1.1
Cn1cc(Br)c(-c2cccc(NC(=O)CCC(=O)O)c2)n1,-3,-2,i,4,-6,-1,-4,-2,-0.1
O=c1[nH]c(CSc2nnc(-c3ccccc3)n2-c2ccccc2)nc2ccccc12,-14,1,i,-6,-3,0,10,4,0.4
O=C(Nc1ccc(Cl)cc1)OCCN1CCOCC1,1,0,i,-4,-9,3,-1,0,0.8
COc1ccc(-c2nc(C#N)c(N3CCCCCC3)o2)cc1OC,-3,-13,.,5,16,9,13,-1,1.3
COCCNC(=O)CN(c1cc(C(F)(F)F)ccc1Cl)S(C)(=O)=O,-2,-3,i,-4,-9,5,11,0,-1.4
Cc1ccc2c(c1)c1c(n2CC(O)CNC(CO)(CO)CO)CCCC1 (configuration not stated),0,5,i,5,-7,-6,2,0,-1.9
COC(=O)c1c(-c2ccc(F)cc2)noc1N,-3,11,i,-10,-5,-1,9,1,0.0

# Part of the list above, set out differently:
> O=c1[nH]c(CSc2nnc(-c3ccccc3)n2-c2ccccc2)nc2ccccc12
  MsrA act: -14; CendR NRP1 mod: 1; Neddyl block: i; eLon inh: -6; FAS-TE inh: -3; MT1-MMP act inh: 0; SKN-1 inh: 10; Rin1 Abl inh: 4; MsrA inh: 0.4
> O=C(Nc1ccc(Cl)cc1)OCCN1CCOCC1
  MsrA act: 1; CendR NRP1 mod: 0; Neddyl block: i; eLon inh: -4; FAS-TE inh: -9; MT1-MMP act inh: 3; SKN-1 inh: -1; Rin1 Abl inh: 0; MsrA inh: 0.8
> COc1ccc(C(C)(NC(C)=O)c2nc(-c3cc(F)cc(F)c3)cs2)cc1 (configuration not stated)
  MsrA act: -1; CendR NRP1 mod: 2; Neddyl block: i; eLon inh: -12; FAS-TE inh: 12; MT1-MMP act inh: -2; SKN-1 inh: -6; Rin1 Abl inh: 0; MsrA inh: -0.7
